aGal spleen mod – alpha-galactosidase A (human) modulation | P06280 | human spleen homogenate, 4MU-alpha-Gal fluorescence, 40 min | Potency, µM (highest dose often 80 µM), without a hit: at the top dose activity change, negative = inhibition, usual class: inhibitors | 240,000 compounds, 0.008% hits;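 also: 0% = enzyme with vehicle and -100% = no enzyme basal signal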
Target sequence (P06280 32-429 limits assumed): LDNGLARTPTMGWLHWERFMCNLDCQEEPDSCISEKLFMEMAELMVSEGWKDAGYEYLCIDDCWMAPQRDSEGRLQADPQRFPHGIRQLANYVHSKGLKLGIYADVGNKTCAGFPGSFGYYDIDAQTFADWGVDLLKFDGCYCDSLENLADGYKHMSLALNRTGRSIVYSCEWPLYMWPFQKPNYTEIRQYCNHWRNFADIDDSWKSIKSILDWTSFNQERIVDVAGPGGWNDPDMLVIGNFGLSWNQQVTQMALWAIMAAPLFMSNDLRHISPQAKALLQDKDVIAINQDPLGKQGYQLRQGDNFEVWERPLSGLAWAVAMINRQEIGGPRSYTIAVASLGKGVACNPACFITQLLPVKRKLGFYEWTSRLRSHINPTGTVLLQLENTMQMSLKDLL
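Spleen homogenate 1 ug + cpd (titration) + 4-MU-alpha-D-galactopyranoside 1 mM; 37C 40 min; 50 mM citrate/phosphate pH 5.0, 0.01% Tween-20; stop pH 10; fluorescence 365/440; AC50 via Hill.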
Tau FP inhib – tau fibrillization inhibition (FP); 280,000 compounds, 0.39% hits; Potency, µM (series often up to 57.7 µM), for the others: at the highest dose activity, negative = inhibition, hits mostly inhibitors; K18 P301L tau heparin fibrillization, Alexa594 FP, 6 h; AID 1468; also: % is scaled to controls: 0 for no effect and ±100 for the full control effect; nearly all actives have a fitted effect of over 55% in size
Target sequence (P10636 561-689 P618L limits assumed): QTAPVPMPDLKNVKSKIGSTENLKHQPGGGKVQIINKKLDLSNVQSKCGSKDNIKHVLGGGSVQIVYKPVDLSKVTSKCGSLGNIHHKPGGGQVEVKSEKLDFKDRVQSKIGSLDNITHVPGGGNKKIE
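Human tau K18 […] P301L fragment, 15 uM unlabeled plus 0.24 uM Alexa 594-labeled tau (final), with compound and 20 uM heparin in 100 mM sodium acetate pH 7; 6 hr at 37 C, then Alexa 594 FP read.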
Tau ThT inhib – inhibitors of human tau fibril formation, thioflavin T binding | P10636 | recombinant tau K18 P301L, heparin-induced fibrillization, ThT fluorescence | Potency, µM (series often up to 57.4 µM), inactives show top-dose activity, negative = inhibition, usual class: inhibitors | 270,000 compounds, 2.1% hits | AID 1460; also: % is scaled to controls: 0 for no effect and ±100 for the full control effect; nearly all actives have a fitted effect of over 55% in size
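Recombinant human tau K18 fragment […] carrying P301L, 15 uM unlabeled plus 0.24 uM Alexa 594-labeled, was fibrillized with 20 uM heparin in 100 mM sodium acetate pH 7 for 6 hr at 37 C; 30 uM ThT fluorescence read after 1 hr.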
Tau fluor counter – counter-screen for tau fibril formation inhibitors; tau K18 P301L Alexa594 fluorescence, heparin fibrillization; Potency, µM (titrated, usually from 57.7 µM), for the others: top-dose activity change, negative = decrease; 280,000 compounds, 0.93% hits; AID 1463; also: % is scaled to controls: 0 for no effect and ±100 for the full control effect; nearly all actives have a fitted effect of over 55% in size
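Human tau K18 P301L (15 uM unlabeled, 0.24 uM Alexa 594-labeled) in 100 mM sodium acetate pH 7 with 20 uM heparin, 6 hr at 37 C. ThT 30 uM added, 1 hr ambient; Alexa 594 FP and total fluorescence read at 555/632 nm.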
GAA inhib – alpha-glucosidase (human) inhibition; purified human GAA, 4-MU-alpha-glucoside fluorescence; Potency, µM (series often up to 76.9 µM), for the others: at the highest dose activity change, negative = inhibition, usual class: inhibitors; 200,000 compounds, 0.005% hits;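 also: plate controls were uninhibited enzyme wells for no effect and no-enzyme background for full effect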
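Fluorogenic assay: 4 nM human alpha-glucosidase with 400 uM 4-methylumbelliferyl-alpha-D-pyranoside in 50 mM citrate/phosphate, 0.005% Tween-20, pH 5.0, 20 min at room temperature. Compounds tested up to 77 uM; AC50 from Hill fits.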
GAA spleen mod – lysosomal alpha-glucosidase (human) modulation | Potency, µM (titrated, usually from 79.9 µM), for the others: top-dose activity change, negative = inhibition, most hits filed as inhibitors | P10253 | 240,000 compounds, 0.006% hits | human spleen homogenate, 4-MU-alpha-glucoside fluorescence;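 also: 0% = enzyme with vehicle and -100% = no enzyme basal signal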
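AC50 values come from Hill-equation fits of concentration-response data, normalized to no-enzyme and full-activity controls. Enzyme source: 1 ug human spleen homogenate; 1 mM fluorogenic 4-MU glucoside, pH 5.0 citrate buffer, 37 C, 40 min.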
GAA glycogen – alters human alpha-glucosidase cleavage of glycogen | recombinant GAA, glycogen substrate, Amplex Red glucose oxidase fluorescence | P10253 | 300,000 compounds, 0.38% hits | Potency, µM (titrated, usually from 76.4 µM), for the others: top-dose activity change, negative = inhibition, actives largely listed as inhibitors;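 also: 0% = full enzyme reaction and -100% = no-enzyme basal signal; the screen sought inhibitors and activators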
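Recombinant human alpha-glucosidase (4 nM final) hydrolysed bovine liver glycogen (30 ug) for 40 min at 37 C in pH 5.0 citrate/phosphate with 0.01% Tween-20. Released glucose detected by glucose oxidase/Amplex Red, Ex 573/Em 610 nm. Compounds up to 77 uM; AC50 from Hill fits.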
HTT ATP protect – protects HTT-Q103 PC12 cells, measured by ATP. PC12 HTT-Q103 induced, cytoprotection, ATP luminescence, 40 h. Potency, µM (series often up to 56.4 µM), for inactives: cytoprotection (ATP increase), usual class: activators. 230,000 compounds, 0.14% hits. AID 1471;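 also: % of control where 0% means no effect; nearly all actives have a fitted effect of over 45% in size; toxic huntingtin expression switched on by the ecdysone agonist tebufenozide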
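Huntington model: PC12 line, ecdysone-inducible HTTQ103 exon1–GFP, tebufenozide 100 nM. Test articles in a dose series. Endpoint luminescence from cellular ATP.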
Starred values were filed as active, the others as inactive; ? = inconclusive; · = not tested or not shown; & = joins results of further samples; [ ] = dose if it differs, or a comment. Calls follow the shape of the dose curve; as a rule, active = well fitted curve in the direction sought with a large enough effect; inconclusive = small, poorly fitted or top-dose-only effect, or another doubt; inactive = no such curve, though single readings can be large; an effect the other way counts as inactive or inconclusive. Potency is read from the fitted curve at half-maximal effect.

1) O=C(Cn1cc2c(n1)CCCC2)NCc1cccc(Cl)c1
2) CCCn1c(NC(=O)C2CCN(S(=O)(=O)c3cccs3)CC2)nc2ccccc21
3) COc1ccc(N(C(=O)CNC(=O)c2cccs2)C(C(=O)NCC2CCCO2)c2ccc(OC)c(OC)c2)cc1 (configuration not stated)
4) COC(=O)c1c(C)[nH]c(C(=O)OCc2ccc(F)cc2)c1C
5) COc1ccc(C(=O)OCC(=O)Nc2ccc(Cl)cn2)cc1
compound no.,1,2,3,4,5
aGal spleen mod,-1%,-21%,10%,-3%,-7%
Tau FP inhib,-3%,-1%,-1%,-3%,-2%
Tau ThT inhib,9%,-15%,3%,-12%,-6%
Tau fluor counter,12%,-20%,6%,-7%,-3%
GAA inhib,4%,-8%,2%,-10%,-1%
GAA spleen mod,-1%,-1%,8%,1%,0%
GAA glycogen,-4%,10%,-3%,-10%,11%
HTT ATP protect,-5%,-41%[inhibitor],·,-22%,-10%

Look-ups from above.
For Tau FP inhib, no. 1 reads -3%
For GAA glycogen, no. 5 reads 11%
For Tau fluor counter, no. 4 reads -7%

The listing picks up; the 3 compounds before the break are reprinted first.
3) COc1ccc(N(C(=O)CNC(=O)c2cccs2)C(C(=O)NCC2CCCO2)c2ccc(OC)c(OC)c2)cc1 (configuration not stated)
4) COC(=O)c1c(C)[nH]c(C(=O)OCc2ccc(F)cc2)c1C
5) COc1ccc(C(=O)OCC(=O)Nc2ccc(Cl)cn2)cc1
6) Cc1ccc(CNC(=O)CS(=O)(=O)c2ccccc2)cc1
7) Cc1nc(NC(=O)c2cccc(-c3cc4ccccc4oc3=O)c2)ccc1Br
8) Cc1ccccc1Nc1nc(N)nc(COc2ccc(C#N)cc2)n1
9) COc1ccc2nc3sc(C(=O)NCCN4CCc5ccccc5C4)cc3cc2c1
10) Cc1cc2c(=O)oc(-c3ccc(Br)cc3)nc2s1
compound no.,3,4,5,6,7,8,9,10
aGal spleen mod,10%,-3%,-7%,5%,3%,-5%,1%,3%
Tau FP inhib,-1%,-3%,-2%,4%,0%,-3%,?,-7%
Tau ThT inhib,3%,-12%,-6%,2%,-5%,-4%,?,-11%
Tau fluor counter,6%,-7%,-3%,8%,-14%,-2%,?,-7%
GAA inhib,2%,-10%,-1%,6%,9%,-4%,-4%,2%
GAA spleen mod,8%,1%,0%,-11%,4%,·,-1%,3%
GAA glycogen,-3%,-10%,11%,-6%,14%,1%,12%,6%
HTT ATP protect,·,-22%,-10%,-38%,4%[10 µM],-27%,8%[10 µM],-15%[10 µM]

11) COC(=O)Cc1c(C)nc2nc(NCc3c(F)cccc3Cl)[nH]n2c1=O
12) CCC1=[N+](CC(=O)c2ccc(C)cc2)CCn2c(C)ccc21
13) CC(C)c1ccc2nc3sc(C(=O)N4CCc5ccccc5C4)c(N)c3cc2c1
14) N#Cc1cc(-c2ccccc2)nn1-c1ccccc1
15) NC(=O)CSc1nnc2sc3ccccc3n12
compound no.,11,12,13,14,15
aGal spleen mod,0%,5%,9%,1%,3%
Tau FP inhib,8%,11%,8%,?,4%
Tau ThT inhib,-2%,?,13µM*,?,-5%
Tau fluor counter,7%,-12%,?,?,0%
GAA inhib,3%,-2%,4%,-2%,5%
GAA spleen mod,-2%,-7%,3%,-11%,3%
GAA glycogen,-4%,-5%,-6%,7%,-2%
HTT ATP protect,-11%,-3%[1.9 µM],-18%,21%[10 µM],-3%[10 µM]

16) O=C(C1CC1)N1CCCC(c2ccc(Cl)cc2)=N1
17) CCC[C@@H]1C[C@@]1(CCC)[C@@H](NC(=O)Oc1ccccc1)c1ccc(C(=O)OC)cc1
18) O=S(=O)(c1ccccc1)N1CCN=C1SCc1ccc(Cl)c(Cl)c1
19) COc1cccc(-n2cc(C(=O)Nc3cc(C)c(Cl)cc3OC)c3ccccc3c2=O)c1
20) CCN(CC(=O)Nc1cc(C)nn1-c1nc(C)cc(C)n1)Cc1ccccc1
compound no.,16,17,18,19,20
aGal spleen mod,1%,-1%,-14%,·,8%
Tau FP inhib,1%,1%,-7%,-4%,-3%
Tau ThT inhib,-12%,0%,-10%,1%,-13%
Tau fluor counter,-9%,-3%,-26%,-9%,-7%
GAA inhib,0%,·,-8%,·,3%
GAA spleen mod,-4%,1%,-8%,·,-2%
GAA glycogen,-5%,·,10%,15%[76.3 µM],-2%
HTT ATP protect,-36%[10 µM],-2%,12%[10 µM],·,-19%

21) Cc1ccc(C)c(OCCCC(=O)Nc2ccccc2C(N)=O)c1
22) Cc1ccc(-c2cnc(NCc3ccc(C(C)C)cc3)n2C)cc1
23) CC1(C)Cc2c(C#N)c(OCC(=O)c3ccc(Cl)cc3)nc(-c3ccco3)c2CO1
24) Cc1cc(C(F)(F)F)nn1CC(=O)NCc1ccco1
25) Cc1cc(C)[n+](C)n1CC(O)Cn1c2ccccc2c2ccccc21 (configuration not stated)
compound no.,21,22,23,24,25
aGal spleen mod,5%,·,3%,5%,0%
Tau FP inhib,1%,9%,-4%,-6%,-7%
Tau ThT inhib,2%,?,12%,-4%,3%
Tau fluor counter,-1%,-25%,1%,-8%,-3%
GAA inhib,7%,·,?,-9%,1%
GAA spleen mod,3%,·,-2%,4%,4%
GAA glycogen,2%,?,-2%,16%,-1%
HTT ATP protect,-31%,·,6%[10 µM],14%[10 µM],-44%

26) O=Cc1ccc(Oc2cccc(C(F)(F)F)c2)nc1
27) CCN(CC)CC(=O)c1c[nH]c2ccc(C)cc12
28) CCOC(=O)CNC(=O)N1[C@H](c2cccs2)[C@@H](C)C(=O)[C@@H](C)[C@@H]1c1cccs1
29) Cn1c(=O)c(=O)n(C)c2cc(S(=O)(=O)N3CCN(c4ccccc4F)CC3)ccc21
30) O=C(CN(C(=O)Cn1nnc(-c2ccc(F)cc2)n1)c1cnc2ccccc2c1)NCC1CCCO1 (configuration not stated)
compound no.,26,27,28,29,30
aGal spleen mod,4%,20%,·,2%,5%
Tau FP inhib,-5%,2%,-2%,-10%&4%,2%
Tau ThT inhib,1%,-8%,9%,4%&-2%,-1%
Tau fluor counter,5%,-7%,4%,3%&-4%,-5%
GAA inhib,-4%,-8%,·,3%,8%
GAA spleen mod,-3%,-3%,·,1%,-10%
GAA glycogen,0%,22%,4%[76.3 µM],-4%[76.3 µM],-5%
HTT ATP protect,-5%[10 µM],-22%[0.074 µM],·,·,-3%[10 µM]

31) CCc1ccc(-c2[nH]nc3nc(-c4cc(OC)ccc4OC)cc(C(=O)O)c23)cc1
32) COc1ccc(-c2nnc3ccc(SCC(=O)Nc4nc5ccc(C)cc5s4)nn23)cc1OC
33) CC1=NNC(=O)C1CC(=O)N/N=C/c1cccs1 (configuration not stated)
34) COc1ccc(-c2noc(C3CCCN(S(=O)(=O)c4ccc(C)c(Cl)c4)C3)n2)cc1OC (configuration not stated)
35) N#CCOc1nc(N2CCOCC2)nc(N2CCOCC2)n1
compound no.,31,32,33,34,35
aGal spleen mod,·,-14%,-3%,0%,0%
Tau FP inhib,-12%,?,-1%,-4%,-1%
Tau ThT inhib,?,-8%,·,-7%,1%
Tau fluor counter,?,?,10%,-19%,0%
GAA inhib,·,?,·,-5%,-11%
GAA spleen mod,·,-1%,-2%,-4%,-4%
GAA glycogen,4%[76.3 µM],-5%,?,6%,4%
HTT ATP protect,·,-22%[10 µM],-11%[10 µM],10%,-10%[1.9 µM]

36) Cc1ccc(NC(=O)CN2CCCC2)c2c1CC(C)(C)O2
37) CC1CCN(c2cc(N3CCN(C(=O)c4ccc(F)c(F)c4)CC3)c([N+](=O)[O-])cc2F)CC1
38) CCCn1c(=O)c2c(nc3n2CCS3)n(C)c1=O
39) COC(=O)c1ccccc1NC(=O)Cn1nc(C(F)(F)F)c2c1CCCC2
40) CC(C)c1ccc(NC(=O)CN2C(=O)COc3ccc(S(=O)(=O)N4CCOCC4)cc32)cc1
compound no.,36,37,38,39,40
aGal spleen mod,5%,0%,1%,·,·
Tau FP inhib,-2%,3%,1%,-8%,-15%
Tau ThT inhib,1%,?,-8%,-12%,8%
Tau fluor counter,4%,-26%,-6%,-21%,-8%
GAA inhib,·,-2%,-10%,·,·
GAA spleen mod,2%,6%,·,·,·
GAA glycogen,1%,4%,-4%,-8%[76.3 µM],-8%&-1%[76.3 µM]
HTT ATP protect,-11%[10 µM],?,10%,·,·

41) CC(Sc1ccccc1)C(=O)NN=C1CCN(C)CC1 (configuration not stated)
42) COc1ccc(CCN(C)CCc2ccc(OC)c(OC)c2)cc1OC
43) CCCNC(=S)N1CC2(C)CN(C(=O)C(=O)OCC)CC(C)(C1)C2=O
44) CCN(CC)c1ccc(CNCc2cccs2)cc1
45) CNC(=O)C1=C(C)NC(=S)NC1c1cc2c(cc1OC)CCCC2 (configuration not stated)
46) CCn1c(-c2cc(-c3ccc(C)c(C)c3)nc3ccccc23)n[nH]c1=S
47) Cc1ccc(S(=O)(=O)N2CCC(C(=O)N[C@@H](Cc3ccccc3)C(=O)O)CC2)cc1
48) O=C1C2C3C=CC(C3)C2C(=O)N1Cc1ccc(CN2C(=O)C3C4C=CC(C4)C3C2=O)cc1 (configuration not stated)
compound no.,41,42,43,44,45,46,47,48
aGal spleen mod,-7%,-9%&-3%&-1%&5%,6%,-14%,7%,9%,-2%,5%
Tau FP inhib,-3%,1%&0%&5%&-6%,7%,7%,-8%,?,3%,7%
Tau ThT inhib,1%,0%&-4%&-3%&-8%,-7%,-6%,3%,-17%,5%,-15%
Tau fluor counter,2%,0%&0%&-5%&-10%,-8%,-2%,7%,?,7%,-9%
GAA inhib,0%,·,12%,6%,2%,-2%,-14%,-6%
GAA spleen mod,-2%,-7%&6%&-3%&4%,-2%,1%,1%,10%,-26%,-17%
GAA glycogen,-1%,·,-5%,-1%,-7%,-21%,-2%,6%
HTT ATP protect,-29%,-12%,-5%[10 µM],5%[10 µM],6%[10 µM],-2%[10 µM],-7%,23%
